OX1R antag-1 = blocks the human orexin 1 receptor; 330,000 compounds, 0.43% hits; AID 434989; CHO/OX1R cells, Fluo-8 calcium fluorescence, orexin A; inhibition, % at 5 µM; O43613;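 active = inhibition above its plate's threshold, mean inhibition of all tested compounds on the plate plus 3 SD, cut at about 37% in these data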;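 also: 0% = orexin A challenge wells and 100% = SB-334867-A antagonist wells; not every result past the cut was called active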
Target sequence (O43613 whole entry, looked up): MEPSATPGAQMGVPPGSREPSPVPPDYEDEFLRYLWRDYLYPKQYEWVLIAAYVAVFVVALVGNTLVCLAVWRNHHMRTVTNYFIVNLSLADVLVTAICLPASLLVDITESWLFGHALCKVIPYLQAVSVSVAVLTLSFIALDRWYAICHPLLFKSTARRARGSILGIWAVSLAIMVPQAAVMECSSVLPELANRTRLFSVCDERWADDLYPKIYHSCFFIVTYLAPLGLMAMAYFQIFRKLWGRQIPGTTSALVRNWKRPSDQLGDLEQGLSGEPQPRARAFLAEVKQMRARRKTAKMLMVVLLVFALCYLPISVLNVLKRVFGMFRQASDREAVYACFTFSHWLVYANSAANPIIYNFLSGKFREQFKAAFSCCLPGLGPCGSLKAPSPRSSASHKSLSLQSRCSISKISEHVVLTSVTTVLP
OX1R antag-2 = blocks the human orexin 1 receptor; inhibition, % at 6.6 µM; AID 485270; OX1R-expressing cells, FRET antagonist read-out; 330,000 compounds, 1.8% hits; O43613; in the data active = inhibition mostly above about 38%, no sharp cut-off; inactive = mostly below about 40%;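 also: 0% = agonist challenge alone and 100% = reference antagonist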
Starred values were filed as active, the others as inactive. Hits appear at their usual frequency; 2% or so of the library scored in one or more.

OX1R antag-2,OX1R antag-1,canonical_smiles
17,2,CN(CC(=O)Nc1ccccc1C(F)(F)F)C(=O)c1ccccc1Sc1ccccc1C#N
7,-11,O=C(COc1ccc(Cl)cc1Br)NC(=O)NCc1ccccc1
19,-18,Cc1cc(S(=O)(=O)N2CCCCC2CCNC(=O)C(=O)NCC2CCCO2)ccc1F (configuration not stated)
14,-42,Cc1c(C(=O)NCc2ccccc2)c(-c2ccccc2)nn1-c1ccccc1
9,-11,CC(=O)c1c(C)nn(CC(O)COc2ccc3c(c2)CCC3)c1C (configuration not stated)
1,6,O=C(COC(=O)CN1CCSC1=O)Nc1ccc(F)cc1Cl
15,-8,C=CCn1c(-c2c[nH]c3ccccc23)n[nH]c1=S
25,-18,Cc1cccc(NC(=O)c2cc(-c3cc(C)ccc3O)n[nH]2)c1
6,-25,CCNc1nc(NCC)n2c(SCC(=O)NC34CC5CC(CC(C5)C3)C4)nnc2n1
2,-2,CCCS(=O)(=O)N1CCC(C(=O)N2CCOCC2)CC1

Continuation.
OX1R antag-2,OX1R antag-1,canonical_smiles
5,7,COc1ccc(/C(O)=C2/C(=O)C(=O)N(CCCN(C)C)C2c2ccccc2)cc1OC (configuration not stated)
20,-11,CCC(=O)Nc1ccc(NC(=O)CSc2nnc(C(C)C)n2C)cc1
5,-44,COc1cccc(CN2CCCC(C(=O)c3ccc4c(c3)OCO4)C2)c1OC (configuration not stated)
1,-5,O=C(NCc1cccnc1)c1cc2nc(-c3ccc4c(c3)OCO4)cc(C(F)(F)F)n2n1
17,-16,COc1ccccc1NC(=O)N1CCN(C(=O)Nc2ccccc2OC)CC1
9,-10,Cc1sc2ncnc(OCC(=O)NCc3cccs3)c2c1C
18,-33,CCOC(=O)c1cc(-c2ccc(F)cc2)n(CC(=O)N2CCCC2)c1C
9,-8,O=C(CN1CCOCC1)N1N=C(c2cccs2)CC1c1cccs1 (configuration not stated)
5,5,O=C(C1CCCN(S(=O)(=O)c2cnc[nH]2)C1)N1CCN(Cc2ccccc2)CC1 (configuration not stated)
22,-26,COc1ccc(CN(C)C(=O)c2ccc(NS(=O)(=O)c3ccccc3)cc2)c(OC)c1

(more compounds)
OX1R antag-2,OX1R antag-1,canonical_smiles
13,-4,O=S1(=O)NC(=NC2CCCCCC2)c2ccccc21
26,-28,Cc1ccc(/C=C/C(=O)O)cc1S(=O)(=O)Nc1ccc2c(c1)OCO2
3,-4,CN(C)S(=O)(=O)c1ccc(N2CCOCC2)c(C(=O)O)c1
16,-15,COc1ccc(/C=C/C(=O)NC2CCCCC2C)cc1 (configuration not stated)
31,-29,CC1Cc2ccccc2N1C(=O)CSc1nc2cc3c(cc2cc1C#N)OCO3 (configuration not stated)
13,-4,O=C(CCCO)NNc1c2ccccc2nc2ccccc12
2,-11,COc1ccccc1-n1nc(C)cc1N
0,-13,CCCn1c(SCC(=O)NCc2ccc3c(c2)OCO3)n[nH]c1=O
28,-44,Cc1cccc(-n2ncc3c(NC4CCCCC4)ncnc32)c1
41*,27,Cc1cccc(OCC(=O)Nc2nc3ccc([N+](=O)[O-])cc3s2)c1

The list continues.
OX1R antag-2,OX1R antag-1,canonical_smiles
20,-19,Cc1c(C(C)C)c(=O)n(-c2ccc(S(=O)(=O)NC(C)C)cc2)n1C
29,-25,COc1ccc(OC)c(N(CC(=O)NCCc2ccc(OC)c(OC)c2)S(=O)(=O)c2ccccc2)c1
17,-19,CCC1CO/C(=C(\C(=C(Cl)Cl)N2CCOCC2)[N+](=O)[O-])N1 (configuration not stated)
17,3,O=C(Nc1nnc(SCCC2OCCO2)s1)C1CC(=O)N(c2ccc(F)cc2)C1 (configuration not stated)
4,-13,CCN(CC)CCNC(=S)Nc1ccc2nc(N3CCN(CC)CC3)cc(C)c2c1
0,-19,Cc1ccc2oc(=O)c3cnn(CC(=O)N(CCC(C)C)Cc4ccco4)c3c2c1
20,-2,CC(Sc1nnc(-c2ccc(Cl)cc2Cl)n1Cc1ccccc1)C(=O)Nc1nccs1 (configuration not stated)
11,-17,COc1ccc(S(=O)(=O)N2CCN(CC(=O)N3CCc4ccccc4C3)CC2)cc1OC
2,-22,CCN(Cc1nc2ccccc2c(=O)[nH]1)Cc1nc2ccsc2c(=O)[nH]1
14,-10,COc1ccc(C2CC(c3ccc(C)cc3)Nc3ncnn32)cc1 (configuration not stated)

Next part:
OX1R antag-2,OX1R antag-1,canonical_smiles
13,-30,COc1ccccc1-n1c(SCC(=O)NC2CCS(=O)(=O)C2)nc2cc([N+](=O)[O-])ccc21 (configuration not stated)
10,-55,CC(=O)Nc1ccc(N2CCCCC2)c(C(=O)Nc2cccc(C)c2)c1
12,-8,CCCN(CCC)S(=O)(=O)c1ccc(NC(=O)Cc2cccs2)cc1
16,-9,OC1CCCN(Cc2ccc3c(c2)Cc2ccccc2-3)C1 (configuration not stated)
3,-20,C/C=C/C=N/NC(=O)CN(c1ccc(Br)cc1)S(=O)(=O)c1ccccc1
4,-13,CC1=C(C/C=C(\C)CCCC(C)CCCC(C)CCCC(C)C)C(=O)c2ccccc2C1=O (configuration not stated)
5,-3,Nc1ccccc1C#Cc1ccc([N+](=O)[O-])cc1
4,0,O=C(CSc1nnc(-c2ccncc2)o1)Nc1cccc(Cl)c1
11,-9,Nn1c(SCc2ccc(Br)cc2)nnc1-c1cccnc1
-6,5,COc1ccc(-c2n[nH]c(=S)o2)c(OC)c1

The listing continues.
OX1R antag-2,OX1R antag-1,canonical_smiles
17,-3,Cc1ccc(-n2nnnc2-c2cccc(C)c2)cc1
6,-13,CCN(c1ccccc1)S(=O)(=O)c1ccc(C(=O)NCCCN2CCOCC2)cc1
8,-16,O=C(CCNS(=O)(=O)c1ccccc1)N1CCN(C(c2ccccc2)c2ccccc2)CC1
13,-1,CCOC(CNc1ncnc2c1cnn2C)OCC
6,6,COc1cc(/C=N/N2CCCCC2)cc([N+](=O)[O-])c1O
36,-1,Cc1cc(-c2cc(-c3ccc(Cl)cc3)nc(N)c2C#N)co1
11,-15,O=C(Cn1cnc2c(nnn2Cc2ccc(Cl)cc2)c1=O)NCC1CCCO1 (configuration not stated)
15,-17,COc1ccc(CN(CC(=O)NC2CCCCC2)C(=O)CCC(=O)Nc2nccs2)cc1
6,-3,CCCNC(=S)Nc1ccc(F)cc1F
26,-16,CCOc1cccc(C(=O)Nc2nc(-c3ccc(S(=O)(=O)N4CCOCC4)cc3)cs2)c1

More entries
OX1R antag-2,OX1R antag-1,canonical_smiles
34,-15,CS(=O)(=O)c1ccc(N)c(SSc2cc(S(C)(=O)=O)ccc2N)c1
29,-11,O=[N+]([O-])c1cc(Cc2ccccc2)cc(C=Nc2ccc(N3CCOCC3)cc2)c1O
15,5,C#CCOCCOCCOCCNc1nc(N2CCN(C(=O)[C@H]([C@@H](C)CC)n3cc([C@@H](N)Cc4ccc(O)cc4)nn3)CC2)nc(N2CCN(C(=O)[C@H](Cc3cc4ccccc4[nH]3)n3cc([C@@H](N)C(C)CC)nn3)CC2)n1 (some centres not stated)
18,-11,COc1ccccc1-c1cn[nH]c1-c1ccc(OCc2ccc(F)cc2)cc1O
14,-6,COc1ccc(-c2csc(NC(=O)COC(=O)c3ccc(Br)o3)n2)cc1
14,-20,CC(=O)C1=C(O)C(=O)N(c2cc(C(C)(C)C)on2)C1c1ccc(C(C)C)cc1 (configuration not stated)
-2,-16,Cc1cccc(NC(=O)Nc2ccccc2[N+](=O)[O-])n1
18,-12,CCCNC(=O)Cn1cnc2sc(C(=O)Nc3ccc4c(c3)OCO4)c(C)c2c1=O
0,19,Cc1ccccc1C1CC(=O)Oc2cc(O)ccc21 (configuration not stated)
3,-22,CNc1nc(C)nc(N/N=C/c2ccccc2)n1

More records
OX1R antag-2,OX1R antag-1,canonical_smiles
3,0,O=S(=O)(Cc1ccccc1)Oc1ccccc1
2,-11,CCCn1c(SCC(=O)NC2CCCC2)nnc1-c1cccnc1
4,-19,COC(=O)[C@@]12CCCN1[C@H](c1ccc(-c3cccc(Cl)c3)cc1)[C@H]1C(=O)N(C)C(=O)[C@H]12
14,4,[C-]#[N+][C@H](O[C@@H]1O[C@H](CO)[C@@H](O)[C@H](O)[C@H]1O)c1ccccc1
13,-3,CCOc1ccccc1NC(=O)c1nc(S(=O)(=O)Cc2cccc(C)c2)ncc1Cl
17,-21,O=C(NCC(=O)N1CCCC(C(F)(F)F)C1)c1ccccc1Br (configuration not stated)
12,-10,O=C(NCc1ccc2c(c1)OCO2)C12CC3CC(CC(C3)C1)C2
7,-18,CCN(C[C@H]1N[C@@](CC)(C(=O)OC)[C@H]2C(=O)N(Cc3ccccc3)C(=O)[C@@H]12)S(=O)(=O)c1ccc(C(C)(C)C)cc1
36,-1,c1ccc(C2Oc3ccccc3C3CC(c4cccs4)=NN32)cc1 (configuration not stated)
83*,33,O=C(Nc1ccc2nn(-c3ccccc3)nc2c1)c1cccs1

New compounds follow:
OX1R antag-2,OX1R antag-1,canonical_smiles
3,-11,CCOC(=O)c1[nH]c(C)c(CCC(=O)OC)c1C
21,-5,N#C/C(=C/c1cn(CC(=O)O)c2ccccc12)C(=O)NCc1ccccc1
23,-15,Clc1ccc(CSc2nnc(/C=C/c3ccccc3)o2)cc1
23,-28,O=C1CC(SCc2nc3ccccc3[nH]2)C(=O)N1c1ccc(Cl)cc1 (configuration not stated)
14,-8,Cc1cc(NC(=O)C(C)SCC(=O)Nc2cc(C(F)(F)F)ccc2N2CCCCC2)no1 (configuration not stated)
8,-26,O=C(Nc1ccccc1NC(=O)c1c(F)cccc1F)c1c(F)cccc1F
5,-16,Cc1ccc(N2C(=O)CC(Nc3ccc(Cl)c(S(=O)(=O)N(C)C)c3)C2=O)c(C)c1 (configuration not stated)
18,-21,CCOC(=O)Nc1ccccc1C(=O)Nc1cc(C)cc(C)c1
18,-8,O=c1cc(O)nc(SCc2ccccc2)[nH]1
14,3,CCOc1ccc(NC(=O)N(CCN(C)C)C(C)c2cccnc2)cc1 (configuration not stated)

Later entries:
OX1R antag-2,OX1R antag-1,canonical_smiles
29,-20,O=C1CCCc2c1cc(-c1ccccc1)n2-c1ccccc1
2,-7,COc1ccccc1C(=O)N/N=C1/NC(=O)CC(C(=O)Nc2ccccc2)S1 (configuration not stated)
6,-30,Cc1oc(-c2ccccc2F)nc1CS(=O)(=O)CC(=O)N1CCN(Cc2ccccc2)CC1
15,3,Cc1c(NC(=S)NC(=O)c2cccc3ccccc23)cccc1C(=O)O
18,-33,Cc1ccc(/C=C/C(=O)OCC(=O)Nc2ccccc2Sc2ccccc2)cc1
10,-20,COc1cccc(C2=CC(=O)C[C@H](c3ccc(F)cc3)C2)c1OC
10,-15,Fc1ccc(NC(=S)Nc2ccc(Cl)cc2Cl)cc1
23,0,COc1ccc(C2=Nn3c(nnc3-c3ccccc3F)SC2)cc1OCC1CC1
13,-25,COC(=O)C1=C(C(=O)OC)[C@@H]2N(C)c3ccccc3[C@@]23C[C@@H](C(=O)OC)N(C(=O)c2cccs2)C3=N1
47,-9,O=C(CSc1nc2c(c(=O)n1-c1ccc(F)cc1)SCC2)N1CCCC1

Going on with the list:
OX1R antag-2,OX1R antag-1,canonical_smiles
15,-2,COc1ccccc1[C@H]1C(c2cccc(C)c2)=NN(c2ccccc2)[C@@H]1CO
4,-35,CSc1nc(Oc2ccc(Cl)cc2)c2sccc2n1
6,-23,Brc1cc2c(cc1C1Nc3ccccc3C3C=CCC31)OCO2 (configuration not stated)
19,-10,COc1ccc(-c2[nH]nc3c2C(c2ccc(OC(=O)N4CCOCC4)cc2)C(C#N)=C(N)O3)cc1 (configuration not stated)
12,-6,Cc1ccccc1NN1C(=O)C=CC1=O
-1,-29,CSc1cccc(NC(=O)CC2Oc3ccccc3NC2=O)c1 (configuration not stated)
20,-8,CCOc1ccccc1OCCC(=O)OCC(=O)c1ccc[nH]1
17,-7,COc1ccc(Cc2nc(-c3cccs3)no2)cc1OC
18,-17,Cc1ccc(OCCOC(=O)c2nc3nccc(C)n3n2)cc1
12,-5,CC1(C)Cc2noc(N)c2C(C)(C)N1O
4,-26,Cc1cccc(NC(=O)COC(=O)[C@@H]2CCCN2C(=O)c2cccs2)c1
7,-38,O=C(O)/C=C/C(=O)Nc1ccc(SC(F)(F)C(F)(F)C(F)(F)F)cc1

By substructure: the compounds so far with a Cl atom (14)
OX1R antag-2,OX1R antag-1,canonical_smiles
7,-11,O=C(COc1ccc(Cl)cc1Br)NC(=O)NCc1ccccc1
1,6,O=C(COC(=O)CN1CCSC1=O)Nc1ccc(F)cc1Cl
17,-19,CCC1CO/C(=C(\C(=C(Cl)Cl)N2CCOCC2)[N+](=O)[O-])N1 (configuration not stated)
20,-2,CC(Sc1nnc(-c2ccc(Cl)cc2Cl)n1Cc1ccccc1)C(=O)Nc1nccs1 (configuration not stated)
4,0,O=C(CSc1nnc(-c2ccncc2)o1)Nc1cccc(Cl)c1
36,-1,Cc1cc(-c2cc(-c3ccc(Cl)cc3)nc(N)c2C#N)co1
11,-15,O=C(Cn1cnc2c(nnn2Cc2ccc(Cl)cc2)c1=O)NCC1CCCO1 (configuration not stated)
4,-19,COC(=O)[C@@]12CCCN1[C@H](c1ccc(-c3cccc(Cl)c3)cc1)[C@H]1C(=O)N(C)C(=O)[C@H]12
13,-3,CCOc1ccccc1NC(=O)c1nc(S(=O)(=O)Cc2cccc(C)c2)ncc1Cl
23,-15,Clc1ccc(CSc2nnc(/C=C/c3ccccc3)o2)cc1
23,-28,O=C1CC(SCc2nc3ccccc3[nH]2)C(=O)N1c1ccc(Cl)cc1 (configuration not stated)
5,-16,Cc1ccc(N2C(=O)CC(Nc3ccc(Cl)c(S(=O)(=O)N(C)C)c3)C2=O)c(C)c1 (configuration not stated)
10,-15,Fc1ccc(NC(=S)Nc2ccc(Cl)cc2Cl)cc1
4,-35,CSc1nc(Oc2ccc(Cl)cc2)c2sccc2n1
